hcDAF-12 act = H. contortus DAF-12 activation, primary screen; HEK293 hcDAF-12 lit1-tk-luc reporter, luminescence; 0% DMSO, 100% Δ7-dafachronic acid; activation, % at 6.8 µM; hit rate 1.4% among 370,000;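 active means activation above the mean of all tested compounds plus 3 SD, cut at about 5.5% in these data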;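 further: 100% = response to 3 µM Δ7-dafachronic acid high control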
PLCb3 inh = PLC-beta3 (human) inhibition, primary screen; inhibition, % at 12.2 µM; hit rate 0.18% among 370,000; Purified PLC-beta3, fluorogenic substrate, fluorescence; Q01970; in the data active means inhibition above about 11%;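 further: 0% = median of compound wells on plate and 100% = full blocker control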
PG9 binder = PG9 antibody binding by small molecule; hit rate 0.43% among 360,000; AID 624416; TR-FRET gp120-PG9 antibody binding; inhibition, % at 6.7 µM; in the data active means inhibition above about 8.5%
SMARCA2 activ = activators of SMARCA2 function; MG213 cells, MMTV-luciferase reporter, dexamethasone, overnight; activation, % at 9.1 µM; hit rate 1% among 370,000; AID 652017; in the data active means activation above about 7.8%;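 further: 0% = vehicle wells and 100% = reference activator wells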
DAX1 inh-1 = blocks DAX1 repression of SF-1 activated StAR promoter; HEK293T StAR-luciferase reporter, SF-1/DAX-1 repression relief; inhibition, % at 6.8 µM; hit rate 1.1% among 370,000; AID 652010;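 active means inhibition above the mean over all tested compounds plus 3 SD, cut at about 3.6% in these data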;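 further: 0% = DAX-1 cells with DMSO and 100% = cells lacking DAX-1 with DMSO; higher inhibition means more luminescence from relief of DAX-1 repression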
HGIII-sPLA2 inh = Inhibits HGIII-sPLA2 liposome hydrolysis, primary screen; inhibition, % at 12.2 µM; QFRET BODIPY PC-A2 liposome hydrolysis, fluorescence; hit rate 0.56% among 370,000; AID 743126;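 active means inhibition above mean plus 3 SD of compounds lying within the high and low control bounds, cut at about 19% in these data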;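 further: 0% = median of test compound wells and 100% = no enzyme DMSO wells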
ssDAF-12 act = S. stercoralis DAF-12 activation, primary screen. activation, % at 6.8 µM. hit rate 1% among 370,000. HEK293 ssDAF-12/GRIP1 lit1-tk-luc reporter, luminescence; % of 3 µM dafachronic acid response;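 active means activation above the mean over all tested compounds plus 3 SD, cut at about 0.9% in these data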;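 further: 0% = DMSO-only wells and 100% = 3 µM delta7-dafachronic acid wells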
hgDAF12 agonist = hgDAF-12 agonism, primary luciferase screen; HEK293 GAL4-hgDAF12 UAS-luciferase reporter, agonist luminescence; normalized to butyrate control; activation, % at 6.8 µM; hit rate 1.8% among 370,000;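 active means activation above a cutoff set at the mean of all screened compounds plus 3 SD, cut at about 10% in these data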;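 further: 0% = DMSO wells and 100% = sodium butyrate wells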
DAX1 inh-2 = inhibitors of human orphan nuclear receptor DAX1 (NR0B1) | AID 504766 | P51843 | hit rate 0.99% among 340,000 | HEK293 Gal4-DAX1 luciferase reporter, luminescence | inhibition, % at 6.75 µM;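 active means inhibition above the mean over all tested compounds plus 3 SD, cut at about 4.2% in these data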;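 further: 0% = DAX1-transfected cells with DMSO and 100% = empty-vector control cells with DMSO; inhibition shows as a rise in luminescence from relieved DAX1 repression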
Target sequence (P51843 207-470 limits assumed): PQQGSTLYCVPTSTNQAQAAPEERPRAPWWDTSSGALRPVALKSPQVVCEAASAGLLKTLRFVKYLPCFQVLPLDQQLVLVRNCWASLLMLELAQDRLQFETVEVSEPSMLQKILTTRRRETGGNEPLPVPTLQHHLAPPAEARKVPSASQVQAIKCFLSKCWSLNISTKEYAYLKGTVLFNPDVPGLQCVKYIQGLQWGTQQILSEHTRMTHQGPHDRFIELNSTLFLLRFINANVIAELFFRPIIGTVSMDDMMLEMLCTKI
Rev-erbA mod = Rev-erb alpha (human) modulation. hit rate 0.79% among 370,000. AID 1259318. activity, % at 10 µM. Rev-erbα–FITC-DNA binding, fluorescence polarization, 90 min;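 active means activity above about 14%, limit read from the data; passing the limit was not always enough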;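 further: 0% = DMSO wells with 35 nM protein and 100% = DMSO wells with 750 nM protein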
Target sequence (P20393 whole entry, looked up): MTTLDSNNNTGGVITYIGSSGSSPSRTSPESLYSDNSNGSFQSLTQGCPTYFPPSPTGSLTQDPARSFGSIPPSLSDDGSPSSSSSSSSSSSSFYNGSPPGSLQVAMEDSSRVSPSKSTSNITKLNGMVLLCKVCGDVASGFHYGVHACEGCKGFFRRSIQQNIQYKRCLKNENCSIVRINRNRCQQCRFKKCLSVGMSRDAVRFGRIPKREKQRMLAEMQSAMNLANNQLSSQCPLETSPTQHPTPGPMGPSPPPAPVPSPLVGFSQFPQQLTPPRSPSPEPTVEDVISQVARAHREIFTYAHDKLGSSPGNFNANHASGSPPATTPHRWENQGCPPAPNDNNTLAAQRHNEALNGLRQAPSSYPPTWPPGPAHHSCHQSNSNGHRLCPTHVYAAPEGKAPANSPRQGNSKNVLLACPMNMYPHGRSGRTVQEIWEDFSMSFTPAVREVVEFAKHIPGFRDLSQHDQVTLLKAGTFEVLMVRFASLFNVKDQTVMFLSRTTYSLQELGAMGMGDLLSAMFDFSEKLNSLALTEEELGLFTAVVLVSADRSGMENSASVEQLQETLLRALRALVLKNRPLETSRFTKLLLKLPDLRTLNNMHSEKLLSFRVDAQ
FXN GAA850 act = frataxin GAA850 promoter activation. HEK293 lucGAA850 FXN promoter luciferase reporter, 24 h; percent of 10 µM SAHA response. activation, % at 6 µM. hit rate 0.56% among 360,000. AID 540364;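 active means activation above the average of all compounds screened plus 3 SD, cutoff fixed separately per campaign, cut at about 7.5% in these data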;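 further: 0% = DMSO wells and 100% = 10 µM SAHA wells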
* = called active by the depositor; nt = no result given. This is a random part of the collection; any-hit rate near 7%.

molecule	hcDAF-12 act	PLCb3 inh	PG9 binder	SMARCA2 activ	DAX1 inh-1	HGIII-sPLA2 inh	ssDAF-12 act	hgDAF12 agonist	DAX1 inh-2	Rev-erbA mod	FXN GAA850 act
O=C1C=C(Nc2ccccc2)CC(c2ccccc2)C1 (stereo unspecified)	-1.5	-25	-0.1	0	0.7	-2	-0.6	3.5	0.8	-8	1.1
COC(=O)C1=C[C@@H](C(=O)OC)[C@@H]2C3=C(C(=O)[C@]2(C)NC(=O)c2ccccc2)[C@H](C)n2c(=O)n(C)c(=O)n2[C@@H]3C1	-0.6	1	-0.6	0	-0.4	5	-1.1	-0.2	-0.7	-5	0.0
COc1ccccc1NC(=O)C1=C(C)Nc2nnnn2C1c1cccc(C)c1 (stereo unspecified)	-1.2	4	-0.8	-3	0.1	-8	-1.7	1.2	-0.5	-7	-1.9
COc1ccc(Cl)cc1NC(=O)CSc1nnc(COc2ccccc2)n1C	-0.6	-2	-0.4	-3	-0.6	-7	-1.2	-1.1	-0.5	0	-2.5
CCCCc1cc(=O)oc2cc(C)cc(OC(C)C(=O)NCC3CCC(C(=O)O)CC3)c12 (stereo unspecified)	-0.2	-39	-0.1	1	0.2	3	-1.4	-1.9	1.0	-3	-0.6
CCCCn1c(=O)cc(C)n(-c2ccccc2)c1=O	-1.9	-4	2.2	-5	-0.2	5	0.5	-0.8	2.3	3	1.2
O=C(COC(=O)[C@H](Cc1ccccc1)N1C(=O)c2ccccc2C1=O)Nc1ccc2c(c1)OCO2	0.7	2	-1.6	0	-0.5	-26	-1.3	1.5	-0.7	-2	1.0
COc1ccc(N(C(=O)c2snc(C(N)=O)c2N)C(C(=O)NCC2CCCO2)c2ccc3ncccc3c2)cc1OC (stereo unspecified)	-2.3	-16	-1.4	-2	0.3	2	-1.2	-2.5	2.0	-1	0.2
Cc1ccsc1/C=C/c1n[nH]c(=O)c(C#N)c1C	-1.3	-1	-2.5	-2	0.4	-7	-1.1	2.2	1.2	-2	1.7
Cc1ccc(N2C(=O)NC(NC(=O)c3ccc(Cl)cc3)(C(F)(F)F)C2=O)cc1 (stereo unspecified)	-0.2	-1	0.5	-5	-0.5	7	-1.2	-1.8	0.6	4	0.5
CC(NC(=O)C1CCCN1S(=O)(=O)c1cccc2cccnc12)c1ccccc1 (stereo unspecified)	-1.5	0	-1.1	-1	-0.7	1	-1.4	-2.8	0.6	3	0.0
O=C(NCCN1CCOCC1)c1nn2c(c1Cl)NC(c1ccccc1)CC2C(F)(F)F (stereo unspecified)	-1.2	3	1.8	-2	-0.2	-2	-2.2	-1.6	-1.3	-1	-2.1
C=CCn1c(CCC(O)COCCCCC)n[nH]c1=S (stereo unspecified)	2.2	0	-1.6	-4	0.7	16	-1.4	2.6	2.0	-4	0.8
CCN(CC)C(=O)CSc1nc2ccccc2o1	1.0	1	2.7	5	-0.3	-2	-0.5	4.9	1.7	-7	3.3
COc1cccc(NS(=O)(=O)c2cc3c(cc2C)N(C(C)=O)CCO3)c1	2.2	0	1.6	-1	-0.3	-1	-0.7	-2.0	1.3	5	-0.1
Cn1c(=O)c2c(nc(-n3ccnc3)n2C)n(C)c1=O	-0.2	3	-0.4	0	0.6	9	-1.3	-0.9	-0.2	4	-1.4
NS(=O)(=O)c1ccc(-c2ccc(C=O)o2)cc1	-0.5	2	-1.8	0	-0.1	-1	-0.7	-3.5	nt	6	1.7
Cc1nn(-c2ccccc2)c2nc(N)c(C#N)c(-c3ccc(C(C)(C)C)cc3)c12	3.7	-22	-3.3	3	0.1	-5	-1.4	1.1	0.7	15	1.0
FC(F)(F)c1cc(Sc2ccccc2)nc(-c2ccccn2)n1	1.1	3	-2.0	4	-1.1	1	0.3	2.5	-0.2	0	5.0
Oc1cccc(NC(=S)Nc2ccc(SC(F)F)cc2)c1	1.1	-1	-0.2	3	-0.2	35*	-0.9	6.7	1.3	-5	-0.4
CCCn1c(-c2ccc(OC)cc2)nc2c(=O)n(C)c(=O)[nH]c21	-1.1	-9	0.1	0	0.1	1	-1.1	0.5	1.3	3	1.2
CCOC(=O)C(CCCCP(=O)(c1ccccc1)c1ccccc1)(NC(C)=O)C(=O)OCC	0.3	-9	0.2	-5	0.1	11	-1.1	5.6	1.4	-2	0.0
Cc1cccc(N2CCN(C(=O)c3[nH]c(C(F)(F)F)nc3-c3ccccc3)CC2)c1C	-1.2	-5	-0.4	-6	10*	-18	-0.5	-3.6	nt	0	nt
Cc1cc(C)c2cc3c(N)c(C(=O)Nc4c(C)[nH]c(=O)[nH]c4=O)sc3nc2c1	-7.0	-161	-9.3	-9	-1.1	1	-1.9	-7.5	-2.2	0	-12
O=C(NCC12CC3CC(CC(C3)C1)C2)c1nn2cccnc2c1Cl	-1.9	-24	-1.0	-1	0.1	-5	-1.2	-1.4	1.0	-3	1.6
Cc1onc(-c2ccccc2)c1C(=O)NCCc1ccc(Cl)cc1	-1.4	1	0.2	-1	-0.2	0	-1.5	-1.1	1.2	0	-2.0
CCOc1ccc2nc(NCCNC(=O)C3CC3)c(C)cc2c1	-0.7	-73	2.7	-3	-0.1	-6	-0.6	-1.2	0.6	2	1.6
CCCCNC(=O)/C(C#N)=C/c1ccc2c(c1)OCCO2	2.8	-3	-2.8	-1	-0.6	5	-1.1	2.7	1.0	1	4.6
Cc1ccc(NS(=O)(=O)c2ccc3c(c2)n(C)c(=O)c(=O)n3C)c(C)c1	-0.9	-8	-1.1	-3	0.3	3	-1.1	2.3	0.5	-4	0.5
CC(C)c1ccc2[nH]c(O)c(N=NC(=O)c3cccc(S(=O)(=O)Nc4ccccc4Cl)c3)c2c1	0.0	-2	0.3	1	0.1	-3	-1.2	2.0	1.1	-6	1.7
Cc1ccc(-n2nc(C)c(C(=O)O)n2)c(C)c1	1.6	1	-0.9	7	0.6	4	-0.8	1.1	3.0	-1	1.8
CCS(=O)(=O)Nc1ccc(C(=O)OC)cc1	-0.2	0	-1.0	0	0.2	2	-1.3	0.3	1.3	-8	-0.2
Cc1ccc(-c2cc(-c3cccc(F)c3)n[nH]2)c(O)c1	13*	-1	0.4	-1	4.2*	-44	2.5*	14*	5.0*	5	3.5
CCN(CC)C(=O)CSc1nc2ccccc2c(=O)n1CCC(=O)NCc1ccc(F)cc1	-1.5	0	2.6	-3	-0.5	5	-1.9	-1.8	0.2	0	-2.2
COC(=O)c1cc2c(c3c4ccccc4n(S(C)(=O)=O)c13)C(=O)N(Cc1ccccc1)C2	2.0	-16	2.4	2	-0.6	-4	2.8*	3.0	nt	4	nt
CCOc1ccc(Cl)cc1CNCCNCC(C)O (stereo unspecified)	-1.3	-2	-2.7	0	-0.5	3	-1.5	-0.7	2.4	-4	0.7
O=C(Nc1ccc(OCC(F)(F)C(F)F)cc1)c1ccncc1	-2.0	-4	-1.3	-5	-1.0	1	-1.8	0.0	-1.3	8	-2.2
O=C(Nc1ccc(S(=O)(=O)Nc2ncccn2)cc1)C1=NN(c2ccccc2)C(=O)CC1	3.9	-50	-0.2	-2	1.0	-1	0.6	-0.3	-0.7	-4	1.8
C[C@H](NC(=O)c1nc[nH]c1C(=O)NCCCCCN)C(=O)OCc1ccccc1	-0.6	2	-0.5	0	0.1	0	-0.7	0.6	2.5	-2	0.4
CC(=O)c1nn(-c2ccccc2)cc1C(=O)c1ccc(Br)cc1	3.0	1	-1.8	1	0.2	-5	-0.9	4.6	0.5	-1	4.5
O=C(Cc1c(C(=O)O)[nH]c2ccccc12)Nc1ccc2c(c1)OCO2	0.5	2	-1.8	3	-0.4	-12	-1.3	0.7	1.4	-3	0.5
CC1=C(C(=O)N2CCCC(C(=O)c3cccc(C(F)(F)F)c3)C2)OCCO1 (stereo unspecified)	-2.7	0	1.1	-6	-1.0	0	-1.5	-6.2	-1.6	-2	3.0
COc1ccc(S(=O)(=O)N2CCOC23CCN(C(=O)c2ccccc2Br)CC3)cc1	0.3	-4	1.4	-5	0.2	-4	-1.5	-3.1	-0.1	-1	0.6
CC1(C)CN(c2ccc(N3CC(C)(C)C3=O)cc2)C1=O	-0.7	-4	1.0	1	0.8	2	-1.2	6.0	3.4	3	3.4
O=C1OCc2cc(-n3cccc3)ccc21	-0.3	-12	-0.3	1	-0.2	4	-2.0	1.3	0.4	-5	1.4
O=C(Nc1nc(NC(=O)c2ccco2)n(-c2ccccc2)n1)c1ccccc1	-1.8	-34	0.4	3	-1.2	-15	-0.4	-8.8	-1.1	2	-1.2
Cc1ccc(CNC(=O)C2CCC(=O)N(CCc3ccc(Cl)cc3)C2)s1 (stereo unspecified)	-1.3	-4	-1.8	0	-0.6	2	1.1*	1.5	0.6	6	0.8
CCOC(=O)C1=C(C(=O)OCC)C2N(Cc3ccc(C#N)cc3)c3ccccc3[C@@]23C[C@@H](C(=O)OC)N(S(=O)(=O)c2ccc(F)cc2)C3=N1 (stereo partly specified)	0.6	-6	-0.2	0	-0.5	-6	-0.7	2.3	nt	1	nt
O=C(c1ccc(NS(=O)(=O)c2ccccc2)cc1)N1CCCC1	-0.6	0	0.7	1	-0.1	3	0.1	-1.5	-0.8	0	2.2
COCCCNC(=O)c1ccc(N(C)S(=O)(=O)c2ccc(OC)cc2)cc1	-0.6	0	-1.8	0	-0.5	5	-1.0	-1.9	-0.5	-2	-1.8
CC(=O)NC(C(=O)N1CCC(c2nc3ccccc3s2)CC1)C(C)C (stereo unspecified)	1.6	-9	-3.6	0	0.0	13	-0.8	-1.3	1.9	1	-1.6
Nc1nc(SCC(=O)NCCc2ccccc2)[nH]c(=O)c1-c1ccccc1	0.2	0	0.2	-1	0.4	1	-1.4	2.9	nt	-5	nt
CCN(CC)C(=O)CC[C@@H]1CC[C@]2(CCCN(S(C)(=O)=O)C2)O1	1.4	-1	nt	0	0.2	9	-0.9	-1.0	nt	3	nt
Cc1cc2c(c(N)n1)c(=O)oc1ccccc12	-0.1	-21	1.3	1	0.0	5	-1.1	1.7	0.2	5	5.2
Cc1cc2nc(-c3ccc(SCC(=O)Nc4nccs4)nc3)[nH]c2cc1C	4.1	-15	-3.2	2	1.3	12	-0.2	3.8	-1.0	-5	1.2
CC(C)CCNc1cc(=O)n(C)c(=O)n1C	-1.3	4	0.5	1	-0.1	-1	-1.6	-0.2	1.8	5	-0.7
Cc1ccc(Nc2nnc(SC3CCOC3=O)s2)c(C)c1 (stereo unspecified)	-0.8	0	-1.9	-1	0.2	-44	-1.1	0.4	1.8	-3	4.7
NCC12CC3CC(C1)CC(c1ccc(Br)cc1)(C3)C2	-2.4	-5	-1.7	-3	-0.6	18	-1.4	0.4	-0.4	2	3.5

Compound activity deposited in PubChem by several laboratories.
